HTR5A ag ctr – counter-screen for OPRM1-OPRD1 agonists: human HTR5A agonism. P47898. HTR5A agonist assay, luminescence, cell-based. activation, % at 9.3 µM. 340,000 tested, 0.61% active; in the data active = activation mostly above about 9.5%, no sharp cut-off; inactive = mostly below about 7.6%;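 note: 0% = cells with vehicle only and 100% = reference agonist; strong numbers were not always called active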
Rtt109 HAT inh – blocks Candida albicans Rtt109/Vps75 acetyltransferase activity; purified Rtt109/Vps75, ThioGlo CoA-SH fluorescence, 4 h; 330,000 tested, 0.16% active; inhibition, % at 34.9 µM; Q5AAJ8;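 active = inhibition of at least 50% in every replicate; inconclusive = best replicate reaches 50% inhibition but some replicates fall short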
SR-BI HDL uptake – mouse SR-BI HDL lipid transfer inhibition. Q61009. ldlA[mSR-BI] CHO cells, DiI-HDL uptake fluorescence, 3 h. inhibition, % at 12.5 µM. 320,000 tested, 0.96% active;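 active = mean replicate inhibition of at least 70% and a set share of replicates each scoring 70 or more; inconclusive = meets just one of the two criteria; inactive = fails both criteria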;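 note: 0% = median of neutral control wells and 100% = median of positive control wells; values of inactives mirror those of a sister screen read the other way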
CDK5 p35 inh – blocks human CDK5/p35 kinase activity; 330,000 tested, 0.01% active; inhibition, % at 10 µM; Recombinant CDK5/p35, ADP-Glo luminescence, 60 min; Q00535+Q15078;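 active = highest replicate inhibition of at least 50% and at least 75% of replicates reaching 50%; inconclusive = only one of the two criteria met; inactive = both criteria failed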;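 note: plate controls were DMSO neutral control for no effect and GW8510 at 10 µM for full effect; many of its hits are not listed in these tables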
Target sequence (Q00535 whole entry, looked up): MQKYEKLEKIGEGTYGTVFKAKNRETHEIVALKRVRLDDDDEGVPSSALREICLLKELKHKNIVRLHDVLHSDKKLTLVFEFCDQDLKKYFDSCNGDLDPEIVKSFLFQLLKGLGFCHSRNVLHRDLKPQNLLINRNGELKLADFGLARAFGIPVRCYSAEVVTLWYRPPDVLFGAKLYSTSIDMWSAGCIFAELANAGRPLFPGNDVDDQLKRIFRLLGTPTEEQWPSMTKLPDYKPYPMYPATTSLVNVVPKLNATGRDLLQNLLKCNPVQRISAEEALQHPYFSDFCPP
Target sequence (Q15078 whole entry, looked up): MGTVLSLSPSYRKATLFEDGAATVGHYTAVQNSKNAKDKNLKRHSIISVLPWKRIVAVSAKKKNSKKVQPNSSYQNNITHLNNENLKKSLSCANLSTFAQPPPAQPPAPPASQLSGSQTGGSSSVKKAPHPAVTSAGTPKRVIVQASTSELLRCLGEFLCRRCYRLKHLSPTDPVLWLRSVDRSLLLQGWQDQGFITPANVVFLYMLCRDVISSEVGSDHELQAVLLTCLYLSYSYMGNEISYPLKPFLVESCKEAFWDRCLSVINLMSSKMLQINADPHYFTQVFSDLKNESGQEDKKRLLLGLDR
Wnt act – activators of Wnt/beta-catenin signaling; activation, % at 9.35 µM; AID 743398; 300,000 tested, 1.2% active; Wnt/beta-catenin reporter cell assay, activator, plate reader; in the data active = activation above about 30%, passing the limit was not always enough; inconclusive = no clear call, values can overlap the other calls;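 note: 0% = neutral control wells and 100% = positive control wells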
SR-BI uptake up – SR-BI HDL lipid transfer activation | activation, % at 12.5 µM | 320,000 tested, 0.096% active | AID 504775 | CHO ldlA[mSR-BI] cells, DiI-HDL uptake fluorescence, 3 h; 100 = double the neutral-control signal;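 active = mean replicate activation of at least 60% and every replicate at or above 60%; inconclusive = mean or all-replicate condition met, but not both; inactive = mean below 60% and not all replicates reaching 60%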;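 note: 0% = median plate neutral-control signal and 100% = twice that signal; values of inactives mirror those of a sister screen read the other way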
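System: LDL receptor-deficient CHO ldlA cells overexpressing murine SR-BI | Timing: 3 h uptake period with compound, 37 °C | Medium: HEPES-buffered (25 mM, pH 7.4) F12 plus 0.5% BSA | Dosing: Single-point compound dose | Signal: Bottom-read fluorescence, 550/595 nm | Read-out: Retained DiI signal reflecting DiI-HDL uptake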
RTF Ca sens act – increases calcium sensitivity of human cardiac regulated thin filaments; 340,000 tested, 0.24% active; AID 493008; P19429+P45379; activation, % at 7.2 µM; IANBD-labeled TnC RTF fluorescence at EC20 calcium; 0% EC20 calcium, 100% full calcium;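 active = activation above the mean over all tested compounds plus 3 SD, cut at about 30% in these data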;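 note: rise in fluorescence read as greater calcium sensitivity of cardiac thin filaments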
PvdQ inh – P. aeruginosa PvdQ acylase inhibition; inhibition, % at 10 µM; 340,000 tested, 0.063% active; purified PvdQ acylase, fluorescence plate reader; in the data active = inhibition above about 30%, passing the limit was not always enough; inconclusive = no clear call, values can overlap the other calls;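 note: 0% = vehicle neutral wells and 100% = reference inhibitor wells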
dFosB act – activators of mouse delta FosB homodimer. P13346. purified delta FosB, TAMRA-CDK5 oligo fluorescence polarization; percent of positive-control signal above neutral wells. activation, % at 25 µM. 340,000 tested, 0.99% active;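 active = mean activation above about 17%, with every replicate also reaching it, limit read from the data, passing the limit was not always enough; inconclusive = only one of the two conditions met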;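 note: fluorescence polarization rise as delta FosB binds a TAMRA Cdk5 AP-1 oligo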
Target sequence (P13346 whole entry, looked up): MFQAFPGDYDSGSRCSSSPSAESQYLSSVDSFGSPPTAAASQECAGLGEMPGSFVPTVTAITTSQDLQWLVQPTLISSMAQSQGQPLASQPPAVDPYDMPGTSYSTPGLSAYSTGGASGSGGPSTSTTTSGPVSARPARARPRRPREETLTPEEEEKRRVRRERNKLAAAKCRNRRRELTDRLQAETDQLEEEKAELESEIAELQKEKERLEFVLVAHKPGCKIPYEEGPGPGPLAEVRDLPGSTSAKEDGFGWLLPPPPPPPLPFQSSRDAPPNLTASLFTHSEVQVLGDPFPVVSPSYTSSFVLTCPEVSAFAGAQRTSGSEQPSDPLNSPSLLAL
MITF act – MITF TRPM1 promoter activation in melanoma cells; activation, % at 12.5 µM; SK-MEL-5 TRPM1-promoter luciferase, 24 h; % of positive control, neutral wells = 0; 300,000 tested, 0.75% active; AID 588334;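 active = mean activation of at least 80% with every replicate also reaching 80%; inconclusive = mean reaches 80% but some replicate falls short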;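 note: 0% = neutral control wells and 100% = parthenolide positive control wells; values of inactives mirror those of a sister screen read the other way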
* hit, by the source's call; ? = inconclusive; · = not tested or not shown.

The first 2 records, ahead of the listing:
SMILES	HTR5A ag ctr	Rtt109 HAT inh	SR-BI HDL uptake	CDK5 p35 inh	Wnt act	SR-BI uptake up	RTF Ca sens act	PvdQ inh	dFosB act	MITF act
CN(C)C(=O)CSc1n[nH]c(=O)[nH]c1=O	9	22	-37	-0.6	0	37	-5	1	-5	7
O=C(O)CSc1ccccn1	-5	-7	-34	-0.2	·	34	-2	-3	0	·

Results, from the start:
SMILES	HTR5A ag ctr	Rtt109 HAT inh	SR-BI HDL uptake	CDK5 p35 inh	Wnt act	SR-BI uptake up	RTF Ca sens act	PvdQ inh	dFosB act	MITF act
CN(C)C(=O)CSc1n[nH]c(=O)[nH]c1=O	9	22	-37	-0.6	0	37	-5	1	-5	7
O=C(O)CSc1ccccn1	-5	-7	-34	-0.2	·	34	-2	-3	0	·
COc1ccc(N2CC(C)Cn3c2nc2c3c(=O)[nH]c(=O)n2C)cc1 (configuration not stated)	4	-4	-9	0.7	·	9	5	-7	2	7
O=C(c1ccc(NC(=S)NCc2ccco2)cc1)N1CCCCC1	1	2	28	-7.3	0	-28	-2	2	1	-3
Cc1nc2c(o1)CCc1ccccc1C2O (configuration not stated)	2	7	-13	1.7	·	13	-6	-16	2	6
CC(=O)Nc1ccc(N2CCN(Cc3ccccc3F)CC2)cc1	2	9	-16	1.0	·	16	1	15	-10	1
Cc1c([C@@H]2C[C@H]3CN(Cc4cccc(Cl)c4)C(=O)[C@]34CCCN24)cnn1C	3	-6	-10	-1.4	0	10	9	-13	-6	-3
Cc1ccc(S(=O)(=O)Oc2cccc([N+](=O)[O-])c2)cc1	0	-1	-8	2.7	-2	8	5	4	1	24
CC/C(Cc1ccccc1)=N/NC(=O)CCn1nnc2ccccc21	-1	0	-16	1.9	-3	16	-2	-2	7	-3
Cc1ccnc(NC2(C(F)(F)F)N=C3SCCN3C2=O)c1 (configuration not stated)	-3	4	-11	-0.7	0	11	6	-14	7	-3
CC(C(=O)N1CCc2ccccc21)N1CCN(S(=O)(=O)c2ccc3c(c2)OCCCO3)CC1 (configuration not stated)	-1	4	-9	0.0	2	9	2	-17	-6	-4
Cc1oc2c(CN3CCC(C)CC3)c(O)ccc2c(=O)c1-c1ccccc1	5	1	-14	-1.1	0	14	-7	-6	-3	·
Cc1nc(-c2ccccc2)c(Cc2ccccc2O)c(=O)[nH]1	2	-1	-11	-0.7	1	11	14	-10	5	-21
Cc1ccc(S(=O)(=O)Nc2ccccc2N=Cc2c(F)c(F)c(F)c(F)c2F)cc1	2	-4	92*	0.5	2	-92	-2	-4	-4	-14
O=[N+]([O-])c1cc(C(F)(F)F)ccc1N1CCN(CCO)CC1	0	-17	-4	-1.3	-1	4	5	-1	-8	11
CCOC(=O)C1CCN(C(=O)Nc2ccc(Cl)cc2Cl)CC1	-4	15	80*	0.8	·	-80	1	-7	1	11
CCOc1ccc(CN(Cc2ccco2)S(=O)(=O)c2ccc(-n3cnnn3)c(OC)c2)cc1	-1	-1	39	-0.1	-6	-39	3	-10	2	-8
CCn1c(=O)c2c(n3c(=S)[nH]nc13)-c1ccccc1CC21CCCCC1	1	17	-9	2.8	0	9	3	-17	-17	-2
O=C(CSc1ccc(-c2cccnc2)nn1)Nc1ccccc1F	-3	8	-12	-1.2	-1	12	-3	12	-12	5
COc1ccc(CCNC(=O)c2ccccc2)cc1	3	-1	-5	-0.3	3	5	-3	-8	-10	·
COC(=O)c1cccc(NC(=S)NCc2ccc(F)cc2)c1	2	7	11	-0.6	-1	-11	2	1	5	-4
Cc1ccc2nc(Nc3ccc(F)cc3)c3nncn3c2c1	1	-3	24	0.7	0	-24	6	-20	-8	17
N/C(=N\O)c1ccc([N+](=O)[O-])s1	1	-2	-13	-0.5	-1	13	-5	-5	-2	·
Cc1sc2ncn(/N=C/c3ccco3)c(=O)c2c1C	-4	-2	·	2.4	22	·	-4	5	-15	13
Cc1ccc(S(=O)(=O)N2CCOCC2)cc1NC(=O)CSc1cccc[n+]1[O-]	-1	1	-33	-1.0	0	33	-7	-9	2	9
O=C(CCS(=O)(=O)c1cccc2nsnc12)NC1CCCCC1	4	-2	-12	-1.7	·	12	2	-22	-2	14
N#C/C(=N\Nc1ccc(Br)cc1)C(=N)N1CCOCC1	6	7	9	0.4	12	-9	3	-12	-2	92*
Cc1ccc(S(=O)(=O)N2CC(=O)NC(=O)C2)cc1	-4	3	-10	-1.2	-2	10	2	-7	-1	0
Cc1nnc(SCCn2c(N3CCCC(C)C3)nc3c2c(=O)[nH]c(=O)n3C)s1 (configuration not stated)	8	4	-7	0.4	1	7	6	9	-6	·
CN(C(=O)COc1ccc(Cl)cc1Br)C1CCCCC1	1	5	-1	1.9	9	1	2	-4	-13	6
Cc1ccc(NC(=O)c2ccc(=O)[nH]c2)cc1S(=O)(=O)N1CCCCC1	-3	-1	32	1.0	4	-32	0	5	-6	-5
CCC1CC(C)(C(=O)Nc2ccc(S(N)(=O)=O)cc2)OC1=O (configuration not stated)	1	-8	-16	-0.9	-2	16	-1	-4	1	·
CSC1=NC(=O)/C(=C\c2cccc3ccccc23)S1	-4	-3	-1	0.6	-2	1	-1	9	1	-12
COc1ccc(O)c(/C=N/Nc2nc(C)cc(-c3ccccc3)n2)c1	-2	-2	88*	0.5	1	-88	5	-4	-8	20
CCOC(=O)C1CCN(C(=O)/C=C/c2cccs2)CC1	3	7	-8	-0.4	29	8	10	4	-1	28
O=C1CC(N2CCC(c3nc4ccccc4o3)CC2)C(=O)N1 (configuration not stated)	3	7	·	-1.7	1	·	1	-12	0	-6
Cc1nnc(NC(=O)c2cccc(S(=O)(=O)N3CC(c4ccccc4)CC3=O)c2)s1 (configuration not stated)	1	0	9	0.4	-2	-9	0	-4	-11	-1
COc1ccc(CCNC(=O)CCS(=O)(=O)c2cccc3nsnc23)cc1OC	-6	1	-18	-3.4	0	18	1	-11	2	-9
CCN(CC)c1ccc(NC(=O)c2ccc(NC(=O)C3CCCO3)cc2)c(C)c1 (configuration not stated)	-4	3	50	-0.3	1	-50	5	-4	-6	·
Cc1cccc(Nc2nc(NC(C)C)nc(Oc3ccc(=O)n(C)n3)n2)c1	-1	-4	15	-6.9	·	-15	4	-13	-2	7

Copied from the list.
For Wnt act, O=C(CSc1ccc(-c2cccnc2)nn1)Nc1ccccc1F is entered as -1
For Rtt109 HAT inh, N#C/C(=N\Nc1ccc(Br)cc1)C(=N)N1CCOCC1 is entered as 7

Next section.
SMILES	HTR5A ag ctr	Rtt109 HAT inh	SR-BI HDL uptake	CDK5 p35 inh	Wnt act	SR-BI uptake up	RTF Ca sens act	PvdQ inh	dFosB act	MITF act
CCCNC(=S)N1CCC(NC(=O)Nc2ccc(C)cc2)CC1	-5	-3	7	0.5	-1	-7	4	-11	-9	-2
O=C(NCc1ccccc1)c1ccc2nc(N3CCOCC3)sc2c1	-1	1	·	-2.3	15	·	8	-3	-8	14
CN1CCN(C(=S)NC(=O)c2ccc(Br)cc2)CC1	·	-7	-22	-0.1	-1	22	·	8	-5	·
COc1ccccc1C1OCC(C)([N+](=O)[O-])CO1 (configuration not stated)	2	-7	-21	0.2	0	21	-6	-8	5	-14
Cc1c(Cl)cccc1-n1cnc(=O)c2ccccc21	5	5	-17	-2.2	0	17	7	-25	-4	0
CCOc1ccccc1NC(=O)CCc1nnc2ccc(NCc3ccco3)nn12	-1	-2	20	-0.1	-1	-20	-2	-6	-15	-7
O/N=C\c1ccc(-c2ccccc2)o1	0	-4	8	-0.2	0	-8	-5	-11	0	37
NC(N)=N/N=C/c1ccc(OCc2ccc(Cl)cc2Cl)cc1	3	9	-31	3.0	·	31	-6	14	-193	-25
Cc1cc(/C=N\O)c(C)n1-c1ccncc1	9	-7	-8	0.9	·	8	1	-7	9	-3
O=C1C2C3C=CC(CC3)C2C(=O)N1c1ccccc1[N+](=O)[O-] (configuration not stated)	4	6	-17	-3.0	-1	17	9	-12	-2	1
CSc1ccc(/C=N/N2CCN(Cc3ccccc3)CC2)cc1	1	4	5	3.0	1	-5	5	7	-4	14
OC(CNCC1CCCO1)Cn1c2ccc(Cl)cc2c2cc(Cl)ccc21 (configuration not stated)	12	?	14	0.7	·	-14	0	-11	-76	29
COc1cccc(-c2ccc3ncnc(N(C)Cc4ccco4)c3c2)c1	-3	13	32	1.0	1	-32	0	6	0	-3
COc1ccc(CCNC2CC(=O)N(CCc3ccc(OC)c(OC)c3)C2=O)cc1 (configuration not stated)	-2	1	37	2.1	·	·	7	8	-6	-2
O=[n+]1cc(-c2cc3ccccc3o2)n([O-])c2c1CCCC2	5	-17	-28	1.7	17	28	-6	-4	-9	30
Cn1nc(C(=O)NCc2ccccc2)c2c1-c1ccccc1S(=O)(=O)C2	3	-4	16	·	1	-16	6	-2	-8	18
CN(C)S(=O)(=O)c1cc(S(=O)(=O)N(C)C)c(Cl)cc1N	2	11	-13	1.3	-1	13	2	4	1	0
Cc1cc[n+](CC[n+]2ccc(C)cc2)cc1	3	5	5	0.6	1	-5	2	5	5	-8
CN(C)CCN=Cc1c(O)n(Cc2ccccc2)c(=O)c2ccccc12	2	-2	-13	-0.2	-1	13	-4	-14	-3	2
O=[N+]([O-])c1cccc(-c2nnc(SCc3cccnc3)o2)c1	0	-2	17	-1.6	0	-17	1	-6	7	24
COc1ccc2cc3c(N)nn(C(=O)c4cccc(F)c4)c3nc2c1	0	7	·	0.0	-1	·	-2	1	51*	8
NS(=O)(=O)c1ccc(NC(=O)COc2ccc(Cl)cc2)cc1	2	0	-22	-1.2	-1	22	0	-3	-5	-4
CCOC(=O)Cc1csc(NC(=O)NC2(C(F)(F)F)Oc3ccc(Cl)cc3O2)n1 (configuration not stated)	-3	-23	-26	-2.1	·	26	-4	-13	-5	3
CCc1cccc2c(C(=O)C(F)(F)F)cn(CC(=O)N3CCOCC3)c12	1	-5	-20	-1.2	6	20	1	2	4	-5
COc1cccc(NC(=O)NNS(=O)(=O)c2ccc(OC)cc2OC)c1	4	-4	-23	-0.6	-2	23	-6	2	-2	-5
Cn1c(SCC(=O)Nc2nccs2)nnc1C12CC3CC(CC(C3)C1)C2	-3	13	0	-1.1	·	0	-1	12	-7	8
Cc1c(C(=O)N2CCCC2)c(S(=O)(=O)Nc2ccccc2Cl)c(C)n1C	1	-2	-13	0.7	2	13	-4	-6	-6	11
COc1ccccc1/C=N/NC(=O)c1ccc(CN2C(=O)c3cccc4cccc2c34)cc1	2	-9	89*	-2.5	-2	-89	9	-6	-1	-10
O=c1ncn(C2CCCCC2)c(=O)[nH]1	1	14	-37	4.3	-4	37	-7	15	0	-8
NC(=O)C1CCN(c2oc(-c3ccc(F)cc3)nc2S(=O)(=O)c2ccccc2)CC1	-8	1	1	-3.4	0	-1	-1	-10	-6	-1
CCOc1ccccc1C1CC(=O)Nc2cc(OC)c(OC)cc21 (configuration not stated)	2	-2	15	0.7	1	-15	5	-15	-9	-5
COc1ccc2c(c1)CCc1c(C(=O)Nc3c(C)nn(Cc4ccccc4)c3C)noc1-2	-2	4	40	-2.1	-5	-40	1	0	7	·
